PI5P4Ka inh: inhibitors of human PI5P4K alpha; P48426; PI5P4Kalpha enzyme, ADP-Glo luminescence, 60 min; hits give low values; max response, %; hit rate 1.2% among 330,000; active = max response of -50% or lower; inconclusive = between -30% and -50%; inactive = -30% or higher; also: value at the top dose of about 77 µM; % is scaled to controls: 0 for no effect and ±100 for the full control effect
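Reactions run in 0.038 M HEPES pH 7.4, 0.28 mM EGTA, 0.1% CHAPS and 5% DMSO, with PI5P4Kalpha, substrate, compound and 5 microM ATP final, one hour at room temperature. Readout is ADP-Glo luminescence.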
EPAC1 ag: EPAC1 (human) agonism; O95398; Potency, µM (titrated, usually from 154 µM), without a hit: top-dose activation, hits mostly activators; AID 720707; EPAC1 agonist qHTS, biochemical assay; response scale: 100% = response to 6.5 mM cAMP; hit rate 0.073% among 360,000; also: potency is read from the fitted curve at half-maximal effect; nearly all actives have a fitted effect of over 60% in size
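Compounds were pinned as a concentration titration into mixtures of EPAC1 (100 nM), BODIPY-GDP-loaded Rap1B (250 nM) and GDP (50 uM). After 5 min at room temperature, fluorescence was followed for 30 min; activity was scaled to 6.5 mM cAMP.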
IL2 activator: activates IL-2 in a cell-based reporter assay. IL-2 activation reporter assay, cell-based qHTS; stimulated with anti-CD3/CD4/CD28 beads; in transgenic mouse T cells. activation, % (series mostly up to about 46 µM). hit rate 0.065% among 360,000; in the data active = activation above about 50%; inconclusive = mostly about 30% to 49%; also: 0% is about no effect
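Unstimulated transgenic mouse T cells preincubated 60 min with compound, then stimulated with anti-CD3/anti-CD4-coated beads plus anti-CD28 for 18 h at 37 degrees C. IL-2 response read as EGFP and DsRed fluorescence by plate cytometry.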
EPAC1 antag: antagonists of human EPAC1; O95398; EPAC1 GEF assay, Rap1b-BODIPY-GDP exchange fluorescence; Potency, µM (top dose mostly 115 µM), inactives show at the highest dose activity change, negative = inhibition, actives largely listed as inhibitors; hit rate 0.14% among 360,000; AID 720709;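 also: potency is read from the fitted curve at half-maximal effect; plate controls were vehicle for no effect and positive control for full effect; nearly all actives have a fitted effect of over 50% in size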
FUS yeast rescue: rescues growth of FUS-expressing yeast; S. cerevisiae FUS-expressing, growth rescue, OD600, 24 h; Potency, µM (titrated, usually from 76.6 µM), without a hit: top-dose growth rescue (activation), actives largely listed as activators; hit rate 0.24% among 390,000; AID 1347120;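 also: potency is read from the fitted curve at half-maximal effect; plate controls were DMSO vehicle for no effect and reference control for full effect; nearly all actives have a fitted effect of over 55% in size; some results filed as inactive show a strong effect at the top dose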
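Restored growth of FUS-toxic S. cerevisiae, read as 600 nm absorbance after 24 h at 30C in galactose medium (starting OD 0.005). Controls CP55940 and DMSO.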
PLK1 PBD block: PLK1 (human) polo-box domain binding inhibition. hit rate 2.8% among 360,000. Plk1 PBD binding of FITC phosphopeptide, fluorescence polarization. Potency, µM, inactives show max response, negative = inhibition, hits mostly inhibitors. AID 720504; also: potency is read from the fitted curve at half-maximal effect; series mostly up to about 57 µM; % is scaled to controls: 0 for no effect and ±100 for the full control effect; nearly all actives have a fitted effect of over 65% in size
WRN helicase inh: WRN helicase (human) inhibition. AID 651768. Q14191. Potency, µM (series often up to 114 µM), for inactives: at the highest dose activity change, negative = inhibition, actives largely listed as inhibitors. hit rate 0.46% among 360,000. WRN helicase unwinding, fluorescent forked duplex, kinetic; also: potency is read from the fitted curve at half-maximal effect; % is scaled to controls: 0 for no effect and ±100 for the full control effect; nearly all actives have a fitted effect of over 55% in size
Target sequence (Q14191 whole entry, looked up): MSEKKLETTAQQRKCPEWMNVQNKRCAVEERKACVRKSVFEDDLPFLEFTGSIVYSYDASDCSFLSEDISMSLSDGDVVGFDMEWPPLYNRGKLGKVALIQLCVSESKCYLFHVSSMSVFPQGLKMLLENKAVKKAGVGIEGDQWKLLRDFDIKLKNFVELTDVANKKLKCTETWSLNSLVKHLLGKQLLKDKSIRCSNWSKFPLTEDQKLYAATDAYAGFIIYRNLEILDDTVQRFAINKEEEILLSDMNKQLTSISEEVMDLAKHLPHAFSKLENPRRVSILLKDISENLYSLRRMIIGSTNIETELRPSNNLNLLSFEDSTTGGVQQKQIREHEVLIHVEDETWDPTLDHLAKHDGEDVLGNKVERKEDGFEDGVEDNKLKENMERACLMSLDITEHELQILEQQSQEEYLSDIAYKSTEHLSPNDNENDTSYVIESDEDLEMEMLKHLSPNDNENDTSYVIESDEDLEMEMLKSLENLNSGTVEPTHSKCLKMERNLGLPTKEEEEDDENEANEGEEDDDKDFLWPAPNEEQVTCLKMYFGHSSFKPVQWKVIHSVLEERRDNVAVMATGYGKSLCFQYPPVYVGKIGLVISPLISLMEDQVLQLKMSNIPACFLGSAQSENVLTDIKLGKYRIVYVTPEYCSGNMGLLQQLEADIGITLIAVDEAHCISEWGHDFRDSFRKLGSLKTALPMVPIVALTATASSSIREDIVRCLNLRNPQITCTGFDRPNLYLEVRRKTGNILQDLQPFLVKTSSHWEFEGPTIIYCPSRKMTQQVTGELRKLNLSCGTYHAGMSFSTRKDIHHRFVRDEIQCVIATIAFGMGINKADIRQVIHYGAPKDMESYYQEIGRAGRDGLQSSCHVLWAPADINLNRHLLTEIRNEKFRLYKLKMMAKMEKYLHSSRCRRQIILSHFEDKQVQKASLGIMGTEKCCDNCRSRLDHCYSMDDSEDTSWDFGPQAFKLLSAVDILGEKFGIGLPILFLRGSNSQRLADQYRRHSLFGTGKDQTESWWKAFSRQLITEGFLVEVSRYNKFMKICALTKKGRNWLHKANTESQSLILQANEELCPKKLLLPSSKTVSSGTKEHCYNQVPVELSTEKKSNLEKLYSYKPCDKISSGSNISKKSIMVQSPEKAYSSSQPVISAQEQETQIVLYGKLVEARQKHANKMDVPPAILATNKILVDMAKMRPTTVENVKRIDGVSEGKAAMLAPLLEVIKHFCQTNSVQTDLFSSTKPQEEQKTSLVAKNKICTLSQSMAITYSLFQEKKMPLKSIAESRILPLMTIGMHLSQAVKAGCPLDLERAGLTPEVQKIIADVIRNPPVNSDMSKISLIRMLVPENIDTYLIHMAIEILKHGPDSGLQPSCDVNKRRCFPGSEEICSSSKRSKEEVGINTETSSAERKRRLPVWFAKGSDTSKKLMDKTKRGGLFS
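Kinetic red-fluorescence monitoring (525/598 nm) tracks WRN helicase activity after 100 nM fluorophore-quencher forked duplex and 2 mM ATP are added to 20 nM enzyme pretreated 15 min at room temperature with compound.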
Abeta yeast res: A-beta toxicity reversal in yeast; yeast expressing A-beta42, growth rescue, OD600, 48 h; response scale: 0% DMSO, 100% iron-clioquinol control; Potency, µM (doses to about 46.1 µM), for inactives: top-dose growth rescue, actives largely listed as activators; hit rate 0.063% among 410,000; AID 1347071; also: potency is read from the fitted curve at half-maximal effect; nearly all actives have a fitted effect of over 55% in size
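Yeast A-beta toxicity model in growth medium with pinned compounds, 48 h at 30 C; growth read as absorbance at 600 nm. Normalized to FeCl3/clioquinol equimolar mix (positive) and DMSO (negative).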
Numbers without * were called inactive; ? = inconclusive; . = not tested or not shown; [ ] = another dose, or the depositor's remark. Unless noted, calls follow the shape of the dose curve; as a rule, active = well fitted curve in the direction sought with a large enough effect; inconclusive = small, poorly fitted or top-dose-only effect, or another doubt; inactive = no such curve, though single readings can be large; an effect the other way counts as inactive or inconclusive.

entry | Molecule | PI5P4Ka inh | EPAC1 ag | IL2 activator | EPAC1 antag | FUS yeast rescue | PLK1 PBD block | WRN helicase inh | Abeta yeast res
1 | C#CCOCCOCCOCCNc1nc(N2CCN(C(=O)CCCCCCCCCCNC(=O)Cn3cc(C[C@@H](C)O)nn3)CC2)nc(N2CCN(C(=O)CCCCCCCCCCNC(=O)Cn3cc(C[C@@H](C)O)nn3)CC2)n1 | -2 | -19% | -1.9 | -22% | ? | 0% | -9% | 5%
2 | Cn1ccnc1SCC(=O)NC1CCCCC1 | -1 | -15% | -0.5 | 10% | -24% | -4% | 6% | 0%
3 | O=C(Cc1ccc2c(c1)CCCC2)Nc1ccccc1Br | . | 23% | -1.9 | 16% | 8% | 24µM* | 3% | -2%
4 | COc1cc(NS(=O)(=O)c2ccc(NC(=O)/C=C/c3ccc([N+](=O)[O-])cc3)cc2)ncn1 | -3 | 7% | -2.1 | -2% | -19% | -15% | -7% | -3%
5 | O=C(NCCCn1ccnc1)c1ccc(Cl)cc1[N+](=O)[O-] | 1 | 2% | -3.4 | ? | 8% | -5% | -16%[57.1 µM] | -7%
6 | CN(C)c1nc(-c2ccccc2)ns1 | -1 | -1% | -1.8 | -7% | -13% | 4% | 1% | -10%
7 | CN(Cc1ccc(Br)s1)C(=O)CNC(=O)c1ccc2c(c1)OCO2 | 3 | 3% | -3.8 | 3% | . | 4% | 3% | 2%
8 | COC(=O)[C@]1(CC(C)C)N[C@H](c2ccc(SC3CCCCC3)cc2)[C@@H]2C(=O)N(C)C(=O)[C@@H]21 | 14 | 2% | 0.0 | -7% | 41% | 4% | 3% | ?
9 | O=C(CNc1cccc(C(F)(F)F)c1)N/N=C/C1CCCCC1 | 17 | 1% | -4.0 | -2% | 6% | -5% | -10% | 7%
10 | CCn1cc(C(=O)N[C@@H](C)C(=O)NCCCN2CCOCC2)c(=O)c2cc3c(cc21)OCO3 | 1 | -1% | 0.4 | -10% | -1% | -4% | 0% | 7%
11 | COC(=O)c1cccc(NC(=O)CSc2nnc(C)o2)c1 | -18 | 4% | -0.7 | 6% | 31% | 10% | 3% | -20%
12 | O=C(N/N=C/c1ccccn1)c1sc2ccccc2c1Cl | -16 | 6% | -0.8 | -28% | 37% | -13% | ? | ?
13 | O=C(N/C(=C/c1ccc(Cl)cc1)C(=O)N1CCOCC1)c1ccccc1 | 4 | 10% | -1.9 | 0% | . | -5% | -33% | 9%
14 | CC(C)(C)C(Cn1ccnc1)NC(=O)c1ccc2nc(C3CC3)oc2c1 (centres undefined) | 1 | -4% | -0.8 | -3% | 11% | 1% | -4% | 9%
15 | CCC(=O)c1cc(F)c(N2CCN(C(=O)c3ccco3)CC2)cc1C | 4 | -6% | -0.3 | 6% | -6% | -11% | -1% | -4%
16 | CC(C)=CCCC(C)CN1CCC(N2CCC(C(=O)N3CCOCC3)CC2)CC1 (centres undefined) | 0 | -2% | 1.9 | -6% | -2% | -12% | 2% | 3%
17 | O=C(NCC1CCCO1)/C(=C/c1ccc(Cl)cc1)NC(=O)c1ccccc1 (centres undefined) | -5 | -5% | -1.0 | 13% | -9% | 0% | 7% | 7%
18 | COc1ccc(/C=C/C(=O)Nc2cccc(C(C)=O)c2)cc1 | 0 | 3% | -0.1 | -6% | 7% | 4% | -27%[57.1 µM] | -14%
19 | CC(C)NC(=O)c1onc(CSc2ccccc2)c1C(=O)O | 1 | -19% | 0.7 | 19% | -6% | -12% | -7% | -3%
20 | O=C1NC(c2ccccc2)Oc2ccccc21 (centres undefined) | -6 | 4% | -0.1 | -20% | -11% | -4% | 0% | 0%
21 | O=c1c(O)c(-c2cccs2)oc2ccccc12 | . | 11% | 11 | -18% | -2% | -20% | -6% | -41%[inhibitor]
22 | CCN(CC)CCN1C(=O)C(O)=C(C(=O)c2cc3ccccc3o2)C1c1cccnc1 (centres undefined) | 4 | -3% | -1.1 | -12% | 5% | -7% | -4% | 9%
23 | O=C1NC(=S)NC1=Cc1ccc(Cl)cc1Cl | -3 | 12% | 1.2 | -3% | 11% | ? | -6% | -21%
24 | CC(C)NC(=O)C1(C)CSCC(=O)N1CCCn1ccnc1 (centres undefined) | -5 | 5% | -0.6 | 4% | -7% | -9% | -3% | 4%
25 | Cc1ccc(S(=O)(=O)N2CCC(C(=O)OCc3ccccc3)CC2)cc1C | 6 | 14% | -3.0 | -16% | 8% | -12% | -14% | -8%
26 | COC(=O)CSc1nnc([C@H](CC(C)C)NC(=O)OC(C)(C)C)o1 | . | 2% | 0.3 | -9% | 8% | 0% | 3% | 23%
27 | Cc1cc(C(=O)C(=O)NC(C)C)c(C)n1-c1ccc([N+](=O)[O-])cc1 | . | 1% | -0.8 | 15% | 15% | 1% | -11% | ?
28 | Nc1nc2c3ccccc3nc(C3CC3)n2n1 | 4 | 1% | -0.4 | -6% | -4% | -12% | -8% | 20%
29 | O=C(COC(=O)COc1ccccc1Cc1ccccc1)Nc1cccnc1Cl | 10 | 10% | 1.8 | -12% | . | -7% | -4% | ?
30 | COCCN(C(=O)c1ccccc1F)c1nc(-c2ccc(OC)cc2)cs1 | 15 | 22% | 0.2 | -12% | 11% | -8% | -33% | -7%
31 | CCCc1c(C(=O)NNc2cc(C(F)(F)F)ccc2Cl)cnn1-c1ccccc1 | 4 | -10% | -2.6 | -4% | 7% | 3% | 0% | 0%
32 | Fc1ccccc1NC(=S)NC1CCCC1 | -6 | 6% | -0.2 | -5% | -13% | -14% | 9% | 22%
33 | CNc1nnc(SCC(=O)c2cc(C)n(C3CC3)c2C)s1 | 1 | -9% | -0.3 | -1% | -11% | -2% | -11% | -7%
34 | CCN1CCc2c(sc(NC(=S)NC(=O)c3ccco3)c2C(N)=O)C1 | -10 | 3% | -0.1 | -8% | 20% | 24µM* | 10% | -10%
35 | COCCN(C(=O)COC(=O)Cc1c[nH]c2ccccc12)c1c(N)n(Cc2ccccc2)c(=O)[nH]c1=O | 3 | -10% | 1.5 | 12% | 13% | -2% | 0% | -6%
36 | O=C(Nc1ccc(-c2nc3ccccc3o2)cc1)c1ccc(N2C(=O)C3C4C=CC(C4)C3C2=O)cc1 (centres undefined) | . | 12% | 3.0 | 9% | 4% | -1% | -6% | 14%
37 | CC1=CC(C)(C)N(C(=O)CSc2ncn[nH]2)c2ccccc21 | . | 7% | 0.9 | 11% | 15% | -6% | 11% | -13%
38 | O=C(COc1ncnc2cc(Cl)ccc12)c1ccc2c(c1)OCCO2 | 0 | 3% | 1.3 | -1% | 2% | 3% | -6% | 19%
39 | CC1CN(CCCCOc2cccc(Oc3ccccc3)c2)CC(C)O1 (centres undefined) | 2 | -1% | -1.0 | 1% | 8% | 6% | -13% | -46%[inhibitor]
40 | Cc1ccc(C)c(CSC2=NCCN2C(=O)c2cccs2)c1 | 6 | 2% | -0.4 | -1% | 5% | -12% | -6% | 0%
41 | COc1cc2nc3n(c(=O)c2cc1OC)-c1cc2ccccc2cc1C(=O)NC3CC(C)C (centres undefined) | -1 | -33%[inhibitor] | -2.9 | -8% | 18% | -4% | -8% | 6%
42 | Cc1sc2ncnc(OCC(=O)NC(C)C)c2c1C | -6 | 0% | 0.5 | 9% | -21% | -8% | 5% | -14%
43 | CCOc1ccc(S(=O)(=O)NCCCn2ccnc2)cc1 | -1 | 11% | -0.9 | 9% | -13% | 3% | 0% | -12%
44 | COc1cc2nc(SCc3ccc(C(F)(F)F)cc3)n(Cc3cccs3)c(=N)c2cc1OC | -4 | -4% | -1.4 | 3% | -15% | -2% | 5% | 12%
45 | CCC(=O)Nc1nn(C)c2nc3c(C)cccc3cc12 | -7 | -2% | -0.3 | -2% | 3% | -3% | -11% | 5%
46 | COc1ccc(S(=O)(=O)N2CCCCCC2)cc1C(=O)N1CCN(C(C)=O)CC1 | -5 | -2% | -1.4 | 13% | -12% | 3% | 7% | 10%
47 | OCc1ccccc1OCCCN1CCC(Cc2ccccc2)CC1 | 3 | -1% | -3.6 | 3% | 0% | 1% | 0% | 6%
48 | O=C(C(Cl)Cl)N1c2ccccc2OCC1c1ccccc1 (centres undefined) | 2 | 10% | -4.7 | 5% | 3% | -7% | 3% | 3%

Some of the entries above in a different format:
(45) CCC(=O)Nc1nn(C)c2nc3c(C)cccc3cc12
(46) COc1ccc(S(=O)(=O)N2CCCCCC2)cc1C(=O)N1CCN(C(C)=O)CC1
(48) O=C(C(Cl)Cl)N1c2ccccc2OCC1c1ccccc1 (centres undefined)
(41) COc1cc2nc3n(c(=O)c2cc1OC)-c1cc2ccccc2cc1C(=O)NC3CC(C)C (centres undefined)
(43) CCOc1ccc(S(=O)(=O)NCCCn2ccnc2)cc1
(42) Cc1sc2ncnc(OCC(=O)NC(C)C)c2c1C
(44) COc1cc2nc(SCc3ccc(C(F)(F)F)cc3)n(Cc3cccs3)c(=N)c2cc1OC
assay / entry,45,46,48,41,43,42,44
PI5P4Ka inh,-7,-5,2,-1,-1,-6,-4
EPAC1 ag,-2%,-2%,10%,-33%[inhibitor],11%,0%,-4%
IL2 activator,-0.3,-1.4,-4.7,-2.9,-0.9,0.5,-1.4
EPAC1 antag,-2%,13%,5%,-8%,9%,9%,3%
FUS yeast rescue,3%,-12%,3%,18%,-13%,-21%,-15%
PLK1 PBD block,-3%,3%,-7%,-4%,3%,-8%,-2%
WRN helicase inh,-11%,7%,3%,-8%,0%,5%,5%
Abeta yeast res,5%,10%,3%,6%,-12%,-14%,12%

(continued)
entry | Molecule | PI5P4Ka inh | EPAC1 ag | IL2 activator | EPAC1 antag | FUS yeast rescue | PLK1 PBD block | WRN helicase inh | Abeta yeast res
49 | COc1cccc(CNC(=O)C2CCCN(S(=O)(=O)c3ccc4c(c3)C(C)(C)C(=O)N4C)C2)c1 (centres undefined) | 2 | -8% | -2.3 | -4% | -9% | 3% | -7% | 7%
50 | COc1ccc(CCNCc2ccc(OCc3ccc(Cl)nc3)c(OC)c2)cc1OC | 0 | 0% | -0.4 | -21% | -2% | -2% | -5% | 19%
51 | Cc1ccn2c(=O)nc(SCC(=O)c3ccccc3)nc2c1 | -62* | 4% | -4.9 | -16% | 19% | -11% | ? | 7%
52 | O=[N+]([O-])c1ccccc1/C=C/C=N/n1c(-c2ccccc2F)n[nH]c1=S | 37 | 5% | -0.1 | -12% | 13% | ? | ? | 9%

Screening results as filed in PubChem.
